High-throughput results deposited in PubChem by The Scripps Research Institute Molecular Screening Center.
TDP2 inh – blocks human TDP2 phosphodiesterase activity | recombinant TDP2, T5PNP hydrolysis, p-nitrophenol absorbance 415 nm | AID 720702 | O95551 | 370,000 compounds, 0.34% hits | inhibition, % at 12.8 µM;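 active = inhibition above the mean of all tested compounds plus 3 SD, set per campaign, cut at about 25% in these data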;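 note: 0% = DMSO with enzyme and 100% = buffer with substrate but no TDP2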
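Evaluation: % inhibition relative to enzyme-containing and enzyme-free wells. Material: recombinant human TDP2. Benchmarks: enzyme-free and DMSO wells. Timing: enzyme reaction with compound for 2 h at 37 °C. Compound dosing: 12.8 µM only. Measured by: p-Nitrophenol epi absorbance. Reagent: T5PNP substrate at 5 mM, a TopII-DNA adduct mimic. Replication: single well per compound.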
PLCg1 inh – inhibitors of human phospholipase C gamma1. inhibition, % at 12.2 µM. P19174. 370,000 compounds, 0.84% hits. purified PLC-gamma1, fluorogenic substrate, fluorescence. AID 720700; in the data active = inhibition above about 9.5%
ADAM10 inh – inhibits human ADAM10 | O14672 | recombinant ADAM10, EDANS/DABCYL FRET peptide cleavage, 3 h | inhibition, % at 7 µM | 370,000 compounds, 0.62% hits;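 active = inhibition above a per-campaign cutoff equal to the mean of compounds falling between control-based bounds plus 3 SD, cut at about 20% in these data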;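 note: 0% = DMSO wells while the 100% control is not disclosed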
Target sequence (O14672 214-748 limits assumed): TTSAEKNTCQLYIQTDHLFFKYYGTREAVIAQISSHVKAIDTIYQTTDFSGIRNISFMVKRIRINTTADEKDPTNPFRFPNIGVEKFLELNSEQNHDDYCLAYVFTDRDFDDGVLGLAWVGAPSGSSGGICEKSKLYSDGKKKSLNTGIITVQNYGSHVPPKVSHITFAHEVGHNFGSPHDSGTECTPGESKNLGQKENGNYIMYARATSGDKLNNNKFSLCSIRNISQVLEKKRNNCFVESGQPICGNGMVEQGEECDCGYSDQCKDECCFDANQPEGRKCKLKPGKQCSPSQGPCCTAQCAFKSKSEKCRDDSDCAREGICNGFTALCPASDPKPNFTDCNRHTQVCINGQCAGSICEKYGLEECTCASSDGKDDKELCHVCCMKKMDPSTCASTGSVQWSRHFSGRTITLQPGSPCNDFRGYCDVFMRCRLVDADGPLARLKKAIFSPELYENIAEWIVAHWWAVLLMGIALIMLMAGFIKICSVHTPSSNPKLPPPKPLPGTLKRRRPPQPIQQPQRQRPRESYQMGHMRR
LEDGF integ inh – blocks HIV-1 LEDGF/p75-dependent DNA integration; TR-FRET IN-LEDGF/p75 DNA integration, Eu/Cy5; inhibition, % at 3.7 µM; 370,000 compounds, 0.64% hits; AID 743269;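 active = inhibition above the screen-wide mean plus 3 SD, cut at about 13% in these data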;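 note: signal is the Cy5 over europium emission ratio at 671 and 618 nm; 0% = plate median of compound wells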
DDE Tn7 FP inh – inhibitors of Tn7 peptide binding to human fibrin DD(E) | P02675 | FP displacement of FITC-Tn7 peptide from fibrin DD(E); 0% = median of compound wells per plate | inhibition, % at 8.3 µM | 370,000 compounds, 0.13% hits | AID 720508;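 active = inhibition above the mean of compounds falling within the control limits plus 3 SD of them, cut at about 14% in these data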;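 note: 0% = plate median of compound wells and 100% = 10 µM Aha-Tn7 peptide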
Target sequence (P02675 whole entry, looked up): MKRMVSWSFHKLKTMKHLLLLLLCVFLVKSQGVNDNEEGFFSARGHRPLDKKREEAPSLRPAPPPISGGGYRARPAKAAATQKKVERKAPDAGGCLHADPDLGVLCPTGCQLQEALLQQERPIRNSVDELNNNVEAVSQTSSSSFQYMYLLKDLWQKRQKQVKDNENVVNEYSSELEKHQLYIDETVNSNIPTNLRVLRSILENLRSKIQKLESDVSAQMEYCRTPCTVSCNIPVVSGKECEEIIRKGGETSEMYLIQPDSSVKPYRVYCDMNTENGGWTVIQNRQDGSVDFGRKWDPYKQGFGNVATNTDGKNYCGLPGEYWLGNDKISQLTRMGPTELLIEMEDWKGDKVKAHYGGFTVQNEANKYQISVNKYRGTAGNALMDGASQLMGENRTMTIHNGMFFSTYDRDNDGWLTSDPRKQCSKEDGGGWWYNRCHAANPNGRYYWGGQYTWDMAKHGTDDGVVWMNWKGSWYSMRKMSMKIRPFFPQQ
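system = human fibrin DD(E) protein | quantity = DD(E) 2 µM final | medium = Tris/NaCl/CaCl2 buffer, pH 7.8 | also added = labelled Tn7 tracer, 0.1 µM | compound dosing = single point at 8.3 µM | timing = compound with protein 10 min, then 3 h after probe, room temperature | signal = FP measurement | benchmarks = Aha-Tn7 high control | repeats = one replicate per compound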
proKLK7 act – activators of human kallikrein-7 zymogen; P49862; purified proKLK7, EDANS-DABCYL substrate fluorescence; 100% is mature enzyme control, 0% vehicle; activation, % at 7 µM; 370,000 compounds, 0.9% hits;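 active = activation above the mean of all tested compounds plus 3 SD, computed per campaign excluding outliers beyond control limits, cut at about 13% in these data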
ASAP1 inh – inhibitors of human ASAP1 ArfGAP activity; Q9ULH1; ASAP1-stimulated ARF1 GTP hydrolysis, GDP FP detection; inhibition, % at 16.5 µM; 360,000 compounds, 0.19% hits; in the data active = inhibition above about 25%;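 note: 0% = vehicle with enzyme and substrate and 100% = no enzyme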
ARFGAP1 inh – inhibits rat ARF GTPase activating protein 1. Q62848. Arfgap1-stimulated ARF1 GTP hydrolysis, GDP FP detection. inhibition, % at 16.5 µM. 360,000 compounds, 0.26% hits. AID 651572;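 active = inhibition above a per-plate limit, mean inhibition of low control wells plus 3 SD, cut at about 25% in these data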;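 note: 0% = DMSO wells with enzyme and 100% = wells lacking Arfgap1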
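system = rat Arfgap1 catalytic domain, aa 1-136 | technique = FP, GDP Alexa 633 tracer displaced from anti-GDP antibody, 620/688 nm | compound = one concentration, 16.5 µM, DMSO 1.26% | medium = HEPES-based buffer, pH 7.5 | timing = compound-enzyme preincubation 20 min, reaction 120 min, detection 60 min, 25 °C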
ADAM17 inh – inhibits human ADAM17 | P78536 | recombinant ADAM17, EDANS/DABCYL FRET peptide cleavage | inhibition, % at 6.95 µM | 370,000 compounds, 0.83% hits;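 active = inhibition above the mean of compounds lying between control limits plus 3 SD, set per campaign, cut at about 8.5% in these data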;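 note: 0% = DMSO-only wells as the low control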
DDE Tn6 FP inh – DD(E)-Tn6 binding inhibition, primary FP screen; P02675; Fibrin DD(E) TRITC-Tn6 fluorescence polarization displacement; inhibition, % at 8.3 µM; 370,000 compounds, 0.21% hits; AID 720509;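 active = inhibition above a per-campaign cutoff: mean of compounds within control limits plus 3 SD, cut at about 15% in these data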;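 note: 0% = median of all compound wells on the plate and 100% = blocking peptide control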
* = called active by the depositor; i = inactive; / = no result given.

#1 COc1ccc(/C=C2\N=C3CCCN3C2=O)cc1
#2 CN1CCCC(C(=O)C(C#N)c2ccccc2)C1 (configuration not stated)
#3 COc1ccc(OC(=O)c2cnn(-c3ccccc3)c2C)cc1
#4 CCCC(=O)Nc1ccc2c(c1)nc(CCN1CCC(C)CC1)n2C
#5 CC1=C(C(=O)N2CCOCC2)CC(CC(=O)NC2CCCC2)C(=O)N1Cc1ccc(C(C)(C)C)cc1 (configuration not stated)
#6 CCCCN1CCN(C2=Nc3ccccc3Sc3ccccc32)CC1
#7 COc1cc(CC(=O)NCC2COc3ccccc3O2)cc(OC)c1OC (configuration not stated)
#8 Cc1ccccc1NC(=O)c1nnn(-c2ccc3c(c2)OCCO3)c1N
#9 O=C(Nc1nc2c(s1)CCc1ccccc1-2)c1ccco1
#10 COc1cccc2sc(N3CCN(C(=O)C4COc5ccccc5O4)CC3)nc12 (configuration not stated)
compound no.	1	2	3	4	5	6	7	8	9	10
TDP2 inh	-17	0	-7	-7	-4	-5	8	-3	8	-2
PLCg1 inh	11*	-1	6	0	4	4	0	0	-33	-6
ADAM10 inh	8	-10	7	-248	-6	10	-3	-1	6	-1
LEDGF integ inh	0	1	1	1	0	2	-1	1	1	-8
DDE Tn7 FP inh	2	-3	-6	4	1	-1	-4	-9	0	-1
proKLK7 act	0.5	-0.3	-0.6	0.5	0.4	0.5	0.2	0.3	1.4	0.1
ASAP1 inh	-8	0	-4	9	17	/	-3	11	0	3
ARFGAP1 inh	1	-5	4	1	0	/	12	10	1	5
ADAM17 inh	4	-4	4	-83	2	4	-2	-1	1	0
DDE Tn6 FP inh	-6	-6	5	-6	5	-1	-4	-6	-8	-6

Sorted by formula weight (high to low): 7 of the compounds above.
#5 CC1=C(C(=O)N2CCOCC2)CC(CC(=O)NC2CCCC2)C(=O)N1Cc1ccc(C(C)(C)C)cc1 (configuration not stated)
#7 COc1cc(CC(=O)NCC2COc3ccccc3O2)cc(OC)c1OC (configuration not stated)
#6 CCCCN1CCN(C2=Nc3ccccc3Sc3ccccc32)CC1
#8 Cc1ccccc1NC(=O)c1nnn(-c2ccc3c(c2)OCCO3)c1N
#3 COc1ccc(OC(=O)c2cnn(-c3ccccc3)c2C)cc1
#9 O=C(Nc1nc2c(s1)CCc1ccccc1-2)c1ccco1
#2 CN1CCCC(C(=O)C(C#N)c2ccccc2)C1 (configuration not stated)
compound no.	5	7	6	8	3	9	2
TDP2 inh	-4	8	-5	-3	-7	8	0
PLCg1 inh	4	0	4	0	6	-33	-1
ADAM10 inh	-6	-3	10	-1	7	6	-10
LEDGF integ inh	0	-1	2	1	1	1	1
DDE Tn7 FP inh	1	-4	-1	-9	-6	0	-3
proKLK7 act	0.4	0.2	0.5	0.3	-0.6	1.4	-0.3
ASAP1 inh	17	-3	/	11	-4	0	0
ARFGAP1 inh	0	12	/	10	4	1	-5
ADAM17 inh	2	-2	4	-1	4	1	-4
DDE Tn6 FP inh	5	-4	-1	-6	5	-8	-6

Continuation:
#11 COc1nc(-c2ccccc2)c2c(c1C#N)CC(C)(C)OC2
#12 O=C(NCCO)C(=O)c1c(-c2ccc(Cl)cc2)cc2ccccn12
#13 COc1ccc(C2=NOC(C(=O)NCCCn3ccnc3)C2)cc1 (configuration not stated)
#14 CCCC1=NN2C(=N)/C(=C\c3cc(C)n(Cc4ccccc4)c3C)C(=O)N=C2S1
#15 Cc1ccc(N2CCN(C(=O)Nc3cccc([N+](=O)[O-])c3)CC2C)cc1 (configuration not stated)
#16 Cc1ccc(C(=O)N2NC(c3ccccc3F)C3C(=O)N(c4cccc(C)c4)C(=O)C32)cc1 (configuration not stated)
#17 Cc1ccc(S(=O)(=O)N(C)CC(=O)NCCCn2nc(C)cc2C)cc1
#18 CN(Cc1ccccc1)C(=O)CSc1cc(=O)n(C)c2ccccc12
#19 COCCOc1ccc(C(F)(F)F)cc1NC(=O)c1ccc(C)cc1
#20 CC1=C(C(=O)OC(C)C)C(c2ccco2)NC(=O)N1 (configuration not stated)
compound no.	11	12	13	14	15	16	17	18	19	20
TDP2 inh	3	-15	-10	8	17	2	-6	-3	-8	-9
PLCg1 inh	-3	4	1	-16	2	-3	0	-4	-3	-1
ADAM10 inh	-8	-2	-8	-9	1	-5	-7	-25	6	-1
LEDGF integ inh	3	3	-1	-4	2	-1	2	6	5	4
DDE Tn7 FP inh	6	1	3	3	-8	-1	-4	0	5	2
proKLK7 act	0.2	0.5	-0.4	-0.5	0.1	0.1	-0.4	-0.1	0.0	-0.8
ASAP1 inh	-1	4	14	-10	0	-6	-4	12	10	-13
ARFGAP1 inh	3	-8	4	-6	1	0	-2	4	-8	12
ADAM17 inh	-3	0	-3	-4	2	2	1	-15	2	-2
DDE Tn6 FP inh	-12	1	7	1	5	3	-6	-15	-5	9

#21 O=C(CC1(O)C(=O)Nc2ccc(Br)cc21)c1ccc2c(c1)OCO2 (configuration not stated)
#22 COc1ccc(-n2nc(C(=O)NCC(=O)N3CCN(c4ccc(F)cc4)CC3)c3ccccc3c2=O)c(OC)c1
#23 Cc1cc(C)c(C)c(S(=O)(=O)N2CCC(C(=O)NC3=NCCS3)CC2)c1C
#24 COc1cccc(-c2cc(C(=O)N3CCN(C(=O)c4ccco4)CC3)[nH]n2)c1
#25 CCCCCn1c(C(C)NC(=O)CCC)nc2ccccc21 (configuration not stated)
#26 CCN(Cc1nc2ccccc2n1C)c1ccccc1
#27 CCOc1ccc(S(=O)(=O)Nc2cccc(C(=O)N(C)CC(=O)Nc3ccc(OC)cc3)c2)cc1
#28 CC(C)c1cccc(C(C)C)c1OC(=O)NC(=O)c1c(F)cccc1F
#29 NC1=NC(=O)/C(=C/c2cn(Cc3ccccc3)c3ccccc23)S1
#30 COC(=O)C1=CN(c2ccc(OC)cc2)C=C(C(=O)OC)C1c1cccc(F)c1
compound no.	21	22	23	24	25	26	27	28	29	30
TDP2 inh	-2	17	-3	-2	-12	-1	9	5	5	-4
PLCg1 inh	-4	-7	1	-1	7	1	0	0	-7	-173
ADAM10 inh	-9	-2	-9	1	8	7	-4	1	-5	-113
LEDGF integ inh	1	-1	2	0	8	-4	44*	0	0	-7
DDE Tn7 FP inh	0	11	9	3	1	-5	-3	-1	8	4
proKLK7 act	-0.1	0.4	0.2	-0.1	0.0	0.1	0.2	-0.7	0.0	-41
ASAP1 inh	6	7	-15	0	-4	-7	15	4	6	-9
ARFGAP1 inh	13	6	-4	6	9	1	-7	-4	-4	-6
ADAM17 inh	-3	-3	-2	1	-1	0	3	-2	-1	-56
DDE Tn6 FP inh	4	1	6	9	-1	6	7	2	2	1

#31 CNc1c(N)c(=O)oc2ccccc12
#32 CC(Oc1ccc2oc(-c3ccccc3)c(C(=O)O)c2c1)C(=O)O (configuration not stated)
#33 CC(/C=C1\SC(=Nc2cccnc2)NC1=O)=C\c1ccccc1
#34 CC(C)c1ccc(NC(=O)c2ccc3c(c2)CCN3S(C)(=O)=O)cc1
#35 COc1ccc(C(=O)c2c(C)c(CCC#N)n3ccccc23)c(OC)c1
#36 CCc1ccc(CN2CCC(n3nccc3NC(=O)Cc3ccccc3)CC2)o1
#37 CC(C)(C)C(=O)NN=C1CCC(c2ccccc2)CC1 (configuration not stated)
#38 CCOC(=O)C1CCN(C(=O)c2cccc(S(=O)(=O)N3CCc4ccccc43)c2)CC1
#39 O=C(NCCC1=CCCCC1)C1CCN(S(=O)(=O)c2ccc(Cl)s2)CC1
#40 CCN(CC)CC#CC(C)(C)OC(C)=O
compound no.	31	32	33	34	35	36	37	38	39	40
TDP2 inh	-2	4	-11	-20	-7	0	2	-3	6	0
PLCg1 inh	-4	-273	4	-2	-4	1	-1	0	0	1
ADAM10 inh	-10	i	14	-8	-6	1	-4	-4	-5	3
LEDGF integ inh	3	2	4	-3	-1	-2	-1	5	2	-3
DDE Tn7 FP inh	-9	-6	2	3	-2	-8	7	-2	-1	12
proKLK7 act	-0.7	5.1	0.2	0.4	-0.1	0.0	0.5	1.4	0.1	-0.1
ASAP1 inh	-1	-2	-6	-9	-5	-7	4	-6	/	6
ARFGAP1 inh	-7	8	13	14	-2	4	13	10	/	-12
ADAM17 inh	-1	-226	1	0	-1	-6	-5	0	0	-5
DDE Tn6 FP inh	15	2	3	1	-4	3	3	2	2	-6

#41 CCOc1ccc(C(=O)NCC2CCN(CC3CCCCC3)CC2)cc1
#42 CSc1c(CC(=O)Nc2ccccc2)n(Cc2ccccc2)c2ccccc12
#43 COc1ccc(-c2cc3c(c4c2ccn4C)C2CCC3O2)cn1 (configuration not stated)
#44 CN(CC(=O)Nc1ccc(Cl)c(Cl)c1)C(=O)c1cccc2cccnc12
#45 CCCN1CCN(CCCNC(=O)Cn2cc3c(n2)CCCC3)CC1
#46 CCN(C[C@H]1N[C@@](Cc2ccccc2)(C(=O)OC)[C@H]2C(=O)N(Cc3ccccc3)C(=O)[C@@H]12)S(=O)(=O)c1ccc(C)cc1
#47 CCc1nnc(NC(=O)c2ccc(C)o2)s1
#48 CCOc1ccc(NS(=O)(=O)c2cc(C(=O)N3CC(C)OC(C)C3)ccc2C)cc1 (configuration not stated)
#49 CC(C)(C)OC(=O)N(CCc1ccccc1)Cc1cccc(OCc2cccc(NC(=O)c3ccccc3)c2)c1
#50 COc1ccc(O)c(C(=O)CC(=O)c2ccc(F)cc2)c1
compound no.	41	42	43	44	45	46	47	48	49	50
TDP2 inh	3	3	7	-11	4	-6	-2	-6	-15	9
PLCg1 inh	2	3	-11	-7	1	-1	5	2	9.9*	-246
ADAM10 inh	-5	8	-9	-6	0	-8	-2	-2	7	-349
LEDGF integ inh	0	2	3	-3	3	-1	1	-1	5	2
DDE Tn7 FP inh	-12	-1	-2	-1	3	-6	3	2	-5	-6
proKLK7 act	-0.6	-0.1	-0.3	-0.2	0.1	-0.1	-0.2	0.9	0.0	8.3
ASAP1 inh	5	3	-3	7	-4	-4	4	-10	15	11
ARFGAP1 inh	13	15	3	-3	22	6	5	10	10	0
ADAM17 inh	-3	-2	-4	-8	-1	-1	-2	1	8	-131
DDE Tn6 FP inh	-7	-5	1	-9	2	1	6	4	3	-2
